Screens (PubChem BioAssay)
FAS TE block: FAS thioesterase domain inhibitors, primary screen, biochemical, fluorescence intensity, uHTS; Fatty acid synthase (Homo sapiens), P49327; recombinant FAS-TE, OMFH fluorogenic substrate, fluorescence endpoint; inhibition, % at 15 µM; hit rate 0.67% among 360,000;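 active = compounds whose normalised, plate-corrected inhibition of enzyme fluorescence in the single-dose primary screen is 50% or more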;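 also: 0% = DMSO with enzyme and 100% = substrate without enzyme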
E coli Lon inh: inhibitors of E. coli Lon protease, primary screen, biochemical, fluorescence polarization | purified E. coli Lon protease | inhibition, % at 7.94 µM | hit rate 0.42% among 360,000; in the data active = inhibition above about 13%, passing the limit was not always enough;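 also: 0% = enzyme with probe and DMSO and 100% = no enzyme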
CSN inh: inhibitors of CSN-mediated cullin deneddylation, primary screen, biochemical, fluorescence polarization, uHTS; Purified CSN, SCF-Nedd8-OG deneddylation; inhibition, % at 12.5 µM; hit rate 0.38% among 360,000; AID 651999, 2013;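 active = pattern-corrected inhibition above about 35%, with an unprinted fluorescence ratio check between 0.5 and 1.5, limit read from the data, passing the limit was not always enough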;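 also: 0% = enzyme with substrate and 100% = substrate without enzyme; some results filed as inactive read as strong as hits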
Target sequence (Q92905 whole entry, looked up, one chain of several): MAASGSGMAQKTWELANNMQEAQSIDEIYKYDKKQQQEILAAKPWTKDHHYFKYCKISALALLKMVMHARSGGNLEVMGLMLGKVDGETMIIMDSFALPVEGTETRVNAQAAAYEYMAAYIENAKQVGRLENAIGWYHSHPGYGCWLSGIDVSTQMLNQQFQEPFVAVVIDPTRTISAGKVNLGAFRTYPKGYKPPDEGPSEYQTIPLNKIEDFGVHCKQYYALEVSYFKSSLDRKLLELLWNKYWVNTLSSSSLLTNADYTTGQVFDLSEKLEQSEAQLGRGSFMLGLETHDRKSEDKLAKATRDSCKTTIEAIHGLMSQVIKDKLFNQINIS
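Test system: Human Csn5 produced in HEK293T cells | Compound: 12.5 µM single point | Times: 90 min, room temperature | Signal: Fluorescence polarization readout | Read-out basis: % inhibition of substrate cleavage by Csn5 | Controls: no-enzyme wells high, enzyme-with-substrate wells low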
Neddylation inh: inhibitors of cullin neddylation, primary screen, biochemical, TR-FRET, uHTS, NAE and Ubc12; NEDD8-conjugating enzyme Ubc12 (Homo sapiens) + NEDD8-activating enzyme E1 regulatory …; calls only at 25 µM; hit rate 0.58% among 360,000; AID 651699, 2012; in the data active = inhibition above about 36%
Rin1-Abl PPI inh: inhibitors of Rin1-Abl protein binding, primary screen, biochemical, TR-FRET; Tyrosine-protein kinase ABL1 (Homo sapiens) + Ras and Rab interactor 1 (Homo sapiens), …; inhibition, % at 7.35 µM; hit rate 0.4% among 360,000; AID 588664, 2011; in the data active = inhibition above about 5%, passing the limit was not always enough
MsrA act: bovine MsrA enzyme activators, primary screen, biochemical, absorbance, HTS; activation, % at 10.6 µM; purified bovine MsrA, absorbance read-out; Methionine sulfoxide reductase A (Bos taurus); AID 602163, 2012; hit rate 0.3% among 360,000; in the data active = activation above about 7.5%;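 also: 0% = vehicle and 100% = reference activator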
MsrA inh: bovine MsrA enzyme inhibitors, primary screen, biochemical, absorbance, HTS. hit rate 0.75% among 360,000. inhibition, % at 15.5 µM. Methionine sulfoxide reductase A (Bos taurus). purified bovine MsrA, absorbance read-out; in the data active = inhibition above about 4.5%;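 also: 0% = vehicle wells with enzyme and 100% = reference inhibitor wells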
TbMetRS inhib: T. brucei MetRS inhibitors, primary screen, biochemical, luminescence; hit rate 0.4% among 360,000; purified T. brucei MetRS, ATP depletion, Kinase-Glo luminescence; inhibition, % at 11.9 µM;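 active = inhibition above a per-plate cutoff of the control wells' mean inhibition plus 3 SD, cut at about 5.5% in these data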;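 also: 0% = DMSO wells median and 100% = median of wells with control inhibitor compound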
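Test system: purified T. brucei MetRS enzyme. Also added: ATP, methionine and E. coli bulk tRNA substrates. Compound: 11.9 µM single point. Schedule: 15 min enzyme-compound preincubation, 2 h reaction, 10 min detection, 25 °C. Signal: luciferase luminescence of residual ATP, Kinase-Glo. Evaluation: percent inhibition versus plate control medians. Controls: DMSO wells, low control.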
PABP1 MLLE inh: inhibitors of PABP1 MLLE–PAM2 peptide binding, primary screen, biochemical, fluorescence polarization, FITC-PAM2, GST-MLLE | Polyadenylate-binding protein 1 (Homo sapiens), P11940 | inhibition, % at 20 µM | hit rate 0.36% among 360,000 | AID 588489, 2011; in the data active = inhibition above about 35%, passing the limit was not always enough;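 also: plate controls were DMSO wells with GST-MLLE for no effect and wells lacking GST-MLLE protein for full effect; some results filed as inactive read as strong as hits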
Target sequence (P11940 whole entry, looked up): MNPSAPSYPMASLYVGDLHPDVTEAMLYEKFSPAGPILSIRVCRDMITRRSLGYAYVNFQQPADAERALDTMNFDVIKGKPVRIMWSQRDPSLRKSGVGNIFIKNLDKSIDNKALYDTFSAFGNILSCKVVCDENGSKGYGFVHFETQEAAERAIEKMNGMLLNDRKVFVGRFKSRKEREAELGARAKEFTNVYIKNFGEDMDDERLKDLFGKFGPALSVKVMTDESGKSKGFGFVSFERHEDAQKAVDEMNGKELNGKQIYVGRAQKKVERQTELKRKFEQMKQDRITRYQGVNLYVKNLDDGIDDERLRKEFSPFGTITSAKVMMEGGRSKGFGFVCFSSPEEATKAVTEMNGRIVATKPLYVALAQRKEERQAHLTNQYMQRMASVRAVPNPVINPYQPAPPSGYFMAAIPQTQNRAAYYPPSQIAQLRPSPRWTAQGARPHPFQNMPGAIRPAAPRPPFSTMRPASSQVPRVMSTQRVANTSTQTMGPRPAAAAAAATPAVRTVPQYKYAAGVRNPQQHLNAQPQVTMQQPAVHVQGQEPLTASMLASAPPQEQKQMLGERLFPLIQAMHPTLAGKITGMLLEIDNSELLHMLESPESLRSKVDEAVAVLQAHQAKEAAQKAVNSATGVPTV
* marks the source's active call; other numbers are inactive results; i = inactive; + = active, no number.

1. Cc1nc2ccccn2c1C(=O)NNS(=O)(=O)c1ccc(C(C)(C)C)cc1
2. COc1ccccc1-c1sc2cc3c(cc2c1C#Cc1cncn1C)OCO3
3. CCc1ccccc1OCC(=O)Nc1ccc2c(c1)OCCO2
4. O=C(Cc1ccccc1)c1c[nH]c(C(=O)C(Cl)(Cl)Cl)c1
5. CC(OC(=O)C1=NN(c2ccccc2)C(=O)CC1)C(=O)NC1CCCCC1C (stereo not drawn)
6. O=C(c1cccc([N+](=O)[O-])c1)c1ccc2c(c1)OCCOCCOCCO2

assay / compound	1	2	3	4	5	6
E coli Lon inh	6	2	-2	2	-1	-13
MsrA inh	-0.7	0.4	-0.4	-0.7	0.1	-0.3
CSN inh	1	4	1	21	-1	4
Rin1-Abl PPI inh	-1	2	0	-1	5	-2
Neddylation inh	i	+	i	i	i	i
FAS TE block	-6	21	8	4	-11	-1
PABP1 MLLE inh	-2	-11	-4	-14	9	-3
TbMetRS inhib	-0.5	-0.6	-0.6	-0.9	-0.3	1.6
MsrA act	-4	-7	0	5	-3	-4

7. O=C(NCCC(=O)N1CCN(c2ccccn2)CC1)c1ccc(Cl)cc1
8. C=CCn1c(SC(C)C(=O)NCC2CCCO2)nnc1-c1ccc(OC)cc1 (stereo not drawn)
9. COC(=O)c1c(NC(=O)CSc2ncnc3c2cnn3-c2ccccc2Cl)sc2c1CCCC2
10. Fc1ccccc1CN1CCC(Cc2ccccc2)CC1
11. COc1ccc(S(=O)(=O)N(C)CC(=O)NC2CCCCC2)cc1OC
12. Nc1nnc(SCC(=O)Nc2ccc3nc(SCC(=O)Nc4ccccc4)sc3c2)s1

assay / compound	7	8	9	10	11	12
E coli Lon inh	10	1	5	0	-1	5
MsrA inh	-0.2	0.1	-0.7	0.9	1.0	-0.1
CSN inh	-4	0	6	-2	-1	7
Rin1-Abl PPI inh	1	2	1	3	3	-1
Neddylation inh	i	i	i	i	i	i
FAS TE block	-6	-11	24	0	-4	-6
PABP1 MLLE inh	-6	-14	-8	1	-2	0
TbMetRS inhib	-0.1	-0.1	-0.2	-1.2	-1.0	0.4
MsrA act	-2	-2	1	-6	-5	0

13. O=C(O)c1ccc2c(=O)n3c(nc2c1)/C(=C/c1cccc(O)c1)CC3
14. CCO[C@H]1OC(C(=O)N2CCOCC2)=C[C@@H](C)[C@@H]1CCCO
15. Nc1nc(NCc2ccccc2)nc(-c2ccccc2)n1
16. O=c1cc(O)cc2n1CCC2
17. Cc1ccc(NC(=O)C(c2ccc(Cl)cc2Cl)N2CCCC2)cc1 (stereo not drawn)
18. COc1ccc(C(=O)C(CN2CCCC2)c2ccccc2)cc1 (stereo not drawn)

assay / compound	13	14	15	16	17	18
E coli Lon inh	-2	7	5	1	-9	2
MsrA inh	5.0*	0.2	-1.2	-0.3	0.7	-0.5
CSN inh	1	-4	0	-2	-4	7
Rin1-Abl PPI inh	-5	4	-1	4	-4	0
Neddylation inh	i	i	i	i	i	i
FAS TE block	-2	-11	0	-7	34	-5
PABP1 MLLE inh	1	-18	-22	18	-1	-9
TbMetRS inhib	0.2	-0.4	0.0	-1.6	-0.7	0.1
MsrA act	-7	-7	-1	-14	-1	-4

19. COc1ccc(CCCC(=O)N/N=C/c2ccc(C)cc2)cc1
20. O=C(CSc1nnc(CNC(=O)c2cccs2)o1)Nc1ccc(Cl)cc1
21. Cc1ccc(S(=O)(=O)N2CCOCC2)cc1C(=O)Nc1nc(-c2ccccn2)cs1
22. CCOc1ccc(CO/N=C/c2c(C)[nH]c(=O)[nH]c2=O)cc1
23. O=C(NNC(=O)C(Cl)Cl)c1cnn(-c2ccccc2)c1C(F)(F)F
24. COc1ccc(C(=O)C(C)Sc2nnc(C3CC3)n2C2CC2)cc1 (stereo not drawn)

assay / compound	19	20	21	22	23	24
E coli Lon inh	8	2	1	5	7	-4
MsrA inh	0.3	-0.7	-0.1	0.7	0.5	0.6
CSN inh	-2	-1	6	-14	-3	-2
Rin1-Abl PPI inh	2	5	5	0	-1	2
Neddylation inh	i	i	i	i	i	i
FAS TE block	6	0	3	-4	-5	-6
PABP1 MLLE inh	-8	1	-7	4	-3	-8
TbMetRS inhib	0.7	0.7	-0.3	-0.6	0.1	-0.2
MsrA act	-3	0	0	-2	0	-1

25. CC(C(=O)c1c[nH]c(C(=O)N=CN(C)C)c1)c1ncc(C(F)(F)F)cc1Cl (stereo not drawn)
26. [O-]/[N+](=C\c1ccncc1)c1ccccc1
27. COc1ccc2oc(CS(=O)c3ccccc3)c(C(=O)O)c2c1 (stereo not drawn)
28. Cc1cc(C(N)=O)nn1-c1c(Cl)cc(Cl)cc1Cl
29. O=C(CSc1nnc(Cc2cccs2)n1C1CC1)NC1CCS(=O)(=O)C1 (stereo not drawn)
30. O=c1c2[nH]cnc2n(-c2cccc(F)c2)c(=O)n1Cc1ccccc1

assay / compound	25	26	27	28	29	30
E coli Lon inh	0	-5	-2	0	13	-6
MsrA inh	0.3	0.1	0.6	0.0	1.2	0.8
CSN inh	-4	8	-1	3	1	-2
Rin1-Abl PPI inh	6	1	-2	2	5	2
Neddylation inh	i	i	i	i	i	i
FAS TE block	-3	-3	-3	-7	-8	-3
PABP1 MLLE inh	1	16	10	5	20	-2
TbMetRS inhib	-0.3	-1.1	-0.3	0.2	-0.4	0.2
MsrA act	-5	-2	3	-4	-12	-1

31. CCN(CC)C(=O)CSc1ncnc2sc(C)c(C)c12
32. CC1CCc2cc(F)ccc2N1C(=O)c1cccs1 (stereo not drawn)
33. Cc1ccc(OCC(=O)NNC(=O)C(=O)NC(C)(C)C)cc1
34. O=[N+]([O-])c1cccc(N=NNc2cccc([N+](=O)[O-])c2)c1
35. COc1ccc(NC(=O)C23CCC(C)(C(=O)C2)C3(C)C)cc1 (stereo not drawn)
36. Cc1cc(C)n(CCC(=O)N/N=C/c2cccc([N+](=O)[O-])c2)n1

assay / compound	31	32	33	34	35	36
E coli Lon inh	-10	-3	-3	-1	-4	10
MsrA inh	0.1	-0.2	0.8	0.7	0.6	1.1
CSN inh	11	-3	-3	1	-2	3
Rin1-Abl PPI inh	2	2	-6	-5	0	-1
Neddylation inh	i	i	i	i	i	i
FAS TE block	-2	5	-11	32	-4	1
PABP1 MLLE inh	-12	-13	-7	9	-4	2
TbMetRS inhib	-0.6	-0.8	0.1	-0.2	-0.7	0.4
MsrA act	-4	-3	-2	7	-2	-1

37. CC1CC(=O)C=C(O)C1C(=O)OC(C)(C)C (stereo not drawn)
38. CCSc1ncc(Cl)c(C(=O)Nc2sc3c(c2C(=O)NCc2cccnc2)CCCC3)n1
39. O=C(CNC(=O)c1ccccc1F)c1ccccc1
40. c1ccc(C2=Nc3ccccc3NC(c3ccccc3)C2)cc1 (stereo not drawn)
41. O=C(c1ccccc1)c1ccc(OCC(O)CN2CCN(S(=O)(=O)N3CCCCC3)CC2)cc1 (stereo not drawn)
42. O=C1CC(c2ccc(F)cc2)CC(O)=C1C=NCCN1CCNCC1 (stereo not drawn)

assay / compound	37	38	39	40	41	42
E coli Lon inh	-14	-5	0	-8	-7	3
MsrA inh	-0.8	-0.3	0.7	0.6	0.8	0.1
CSN inh	-1	6	3	-2	0	-4
Rin1-Abl PPI inh	-3	1	-3	0	6.7*	2
Neddylation inh	i	i	i	i	i	i
FAS TE block	-6	4	-7	10	10	-15
PABP1 MLLE inh	-4	-48	11	-26	14	-15
TbMetRS inhib	-1.2	-1.2	-1.2	0.2	0.4	-0.3
MsrA act	-9	-4	-8	-2	-1	-3

Copied from above, entries 26–39
26. [O-]/[N+](=C\c1ccncc1)c1ccccc1
27. COc1ccc2oc(CS(=O)c3ccccc3)c(C(=O)O)c2c1 (stereo not drawn)
28. Cc1cc(C(N)=O)nn1-c1c(Cl)cc(Cl)cc1Cl
29. O=C(CSc1nnc(Cc2cccs2)n1C1CC1)NC1CCS(=O)(=O)C1 (stereo not drawn)
30. O=c1c2[nH]cnc2n(-c2cccc(F)c2)c(=O)n1Cc1ccccc1
31. CCN(CC)C(=O)CSc1ncnc2sc(C)c(C)c12
32. CC1CCc2cc(F)ccc2N1C(=O)c1cccs1 (stereo not drawn)
33. Cc1ccc(OCC(=O)NNC(=O)C(=O)NC(C)(C)C)cc1

assay / compound	26	27	28	29	30	31	32	33
E coli Lon inh	-5	-2	0	13	-6	-10	-3	-3
MsrA inh	0.1	0.6	0.0	1.2	0.8	0.1	-0.2	0.8
CSN inh	8	-1	3	1	-2	11	-3	-3
Rin1-Abl PPI inh	1	-2	2	5	2	2	2	-6
Neddylation inh	i	i	i	i	i	i	i	i
FAS TE block	-3	-3	-7	-8	-3	-2	5	-11
PABP1 MLLE inh	16	10	5	20	-2	-12	-13	-7
TbMetRS inhib	-1.1	-0.3	0.2	-0.4	0.2	-0.6	-0.8	0.1
MsrA act	-2	3	-4	-12	-1	-4	-3	-2

34. O=[N+]([O-])c1cccc(N=NNc2cccc([N+](=O)[O-])c2)c1
35. COc1ccc(NC(=O)C23CCC(C)(C(=O)C2)C3(C)C)cc1 (stereo not drawn)
36. Cc1cc(C)n(CCC(=O)N/N=C/c2cccc([N+](=O)[O-])c2)n1
37. CC1CC(=O)C=C(O)C1C(=O)OC(C)(C)C (stereo not drawn)
38. CCSc1ncc(Cl)c(C(=O)Nc2sc3c(c2C(=O)NCc2cccnc2)CCCC3)n1
39. O=C(CNC(=O)c1ccccc1F)c1ccccc1

assay / compound	34	35	36	37	38	39
E coli Lon inh	-1	-4	10	-14	-5	0
MsrA inh	0.7	0.6	1.1	-0.8	-0.3	0.7
CSN inh	1	-2	3	-1	6	3
Rin1-Abl PPI inh	-5	0	-1	-3	1	-3
Neddylation inh	i	i	i	i	i	i
FAS TE block	32	-4	1	-6	4	-7
PABP1 MLLE inh	9	-4	2	-4	-48	11
TbMetRS inhib	-0.2	-0.7	0.4	-1.2	-1.2	-1.2
MsrA act	7	-2	-1	-9	-4	-8

Following part.
43. CN1C(=O)c2ccccc2C(C(=O)O)C1c1cccc(Cl)c1 (stereo not drawn)
44. O=C(CNC(=O)c1ccccc1Br)N/N=C/c1cccs1
45. Cc1ccsc1CN(C)C(=O)CN1C(=O)NC2(CCCc3ccccc32)C1=O (stereo not drawn)
46. Cn1c(-c2ccc(Br)o2)nc2cc(Br)ccc21
47. Cc1cccc(-n2c(C)cc(C)c(C#N)c2=O)c1
48. Cc1ccc(CNc2nc(NCc3ccccc3)nc3ccsc23)c(C)c1
49. CC(C)N(Cc1nc(COc2ccccc2)no1)Cc1nccn1C

assay / compound	43	44	45	46	47	48	49
E coli Lon inh	0	-10	-5	-8	-2	1	-2
MsrA inh	-1.4	2.6	0.6	0.5	0.2	-1.0	1.7
CSN inh	-1	-2	-3	5	-1	-2	5
Rin1-Abl PPI inh	-1	-1	1	-6	-1	0	-5
Neddylation inh	i	i	i	i	i	i	i
FAS TE block	-10	-3	-5	2	-6	12	-7
PABP1 MLLE inh	-8	7	-6	18	1	2	-12
TbMetRS inhib	-0.5	-0.1	-0.5	-1.3	-0.3	0.1	-0.8
MsrA act	-4	-1	0	-6	-2	-2	-7
